# Assay outcomes: PubChem BioAssay, The Scripps Research Institute Molecular Screening Center
# CHRM5 antagonist: human M5 muscarinic receptor antagonists, primary screen, CHO cells, Fluo-8 calcium fluorescence. Muscarinic acetylcholine receptor M5 (Homo sapiens), P08912. CHO-hM5 cells, ACh EC80. inhibition, % at 3 µM. actives 0.59% (n = 360,000). AID 624040, 2012;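 active means inhibition above a per-plate cutoff, the mean of that plate's test compounds plus 3 SD, cut at about 27% in these data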;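 further: 0% = acetylcholine EC80 with DMSO and 100% = DMSO without agonist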
# M4 ag: human M4 muscarinic receptor agonists, primary screen, CHO-K1 cells, Fluo-8 calcium fluorescence; Muscarinic acetylcholine receptor M4 (Homo sapiens), P08173; CHO-K1 hM4/Gqi5; vehicle 0%, full acetylcholine response 100%; activation, % at 3 µM; actives 0.14% (n = 360,000); AID 624127, 2012;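 active means activation above the run mean over all test wells plus 3 SD, cut at about 32% in these data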;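 further: peak over basal fluorescence ratio per well then scaled between controls; 0% = DMSO wells and 100% = acetylcholine at EC100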
# Target sequence (P08173 whole entry, looked up): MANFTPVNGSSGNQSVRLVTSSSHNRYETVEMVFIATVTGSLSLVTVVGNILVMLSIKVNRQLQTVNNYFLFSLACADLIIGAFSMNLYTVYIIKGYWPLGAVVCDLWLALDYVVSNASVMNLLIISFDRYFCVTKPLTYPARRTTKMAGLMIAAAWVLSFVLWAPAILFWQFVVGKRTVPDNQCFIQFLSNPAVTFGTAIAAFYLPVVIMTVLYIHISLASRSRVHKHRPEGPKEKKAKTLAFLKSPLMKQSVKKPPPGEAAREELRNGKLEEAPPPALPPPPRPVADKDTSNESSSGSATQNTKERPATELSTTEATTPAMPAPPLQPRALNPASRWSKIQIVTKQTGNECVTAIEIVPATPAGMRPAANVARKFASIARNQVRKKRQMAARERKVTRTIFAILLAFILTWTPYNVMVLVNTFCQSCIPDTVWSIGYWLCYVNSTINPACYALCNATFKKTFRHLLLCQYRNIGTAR
# M1 PAM: human M1 muscarinic receptor positive allosteric modulators, primary screen, CHO-K1 cells, Fluo-8 calcium fluorescence, 1536-well; CHO-K1 hM1, ACh EC20; 0% = ACh EC20, 100% = maximal ACh; actives 0.088% (n = 360,000); activation, % at 3 µM; AID 588819, 2011; in the data active means activation above about 19%, passing the limit was not always enough
# M5 PAM: human M5 muscarinic receptor positive allosteric modulators, primary screen, CHO-K1 cells, Fluo-8 calcium fluorescence; AID 624038, 2012; CHO-K1 hM5, ACh EC20 PAM; 0% = ACh EC20, 100% = ACh EC100; actives 0.3% (n = 360,000); activation, % at 3 µM;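 active means activation above the run cutoff, the mean activation of all test compounds plus 3 SD, cut at about 18% in these data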
#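 Replicates: One well per compound, no replicates | System: Human M5 receptor in CHO-K1 cells | Benchmarks: Low control EC20 acetylcholine (0%), high control EC100 acetylcholine (100%) | Probe or stimulus: Acetylcholine, EC20 level | Times: Fluo-8 loading 80 min at 37 °C plus 30 min room temperature | Signal: Intracellular calcium via Fluo-8 fluorescence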
# CHRM1 antagonist: human M1 muscarinic receptor antagonists, primary screen, CHO-K1 cells, Fluo-8 calcium fluorescence, 1536-well. Muscarinic acetylcholine receptor M1 (Homo sapiens), P11229. CHO-K1 hM1, ACh EC80 antagonist. inhibition, % at 3 µM. actives 1.3% (n = 360,000). AID 588852, 2011;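 active means percent inhibition above its own plate's cutoff, namely the mean of that plate's compound wells plus 3 SD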;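 further: peak over basal fluorescence ratio during 140 s after agonist addition; 0% = ACh EC80 plus DMSO and 100% = DMSO alone without agonist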
# TAAR1 agonist: human TAAR1 agonists, primary screen, Fluo-8 calcium fluorescence, CHO RD-HGA16 cells. Trace amine-associated receptor 1 (Homo sapiens), Q96RJ0. vehicle wells 0%, saturating PEA agonist 100%. activation, % at 3 µM. actives 0.99% (n = 360,000). AID 624467, 2012;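 active means activation above the mean activation of all test compounds in the run plus 3 SD, cut at about 38% in these data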
# Target sequence (Q96RJ0 whole entry, looked up): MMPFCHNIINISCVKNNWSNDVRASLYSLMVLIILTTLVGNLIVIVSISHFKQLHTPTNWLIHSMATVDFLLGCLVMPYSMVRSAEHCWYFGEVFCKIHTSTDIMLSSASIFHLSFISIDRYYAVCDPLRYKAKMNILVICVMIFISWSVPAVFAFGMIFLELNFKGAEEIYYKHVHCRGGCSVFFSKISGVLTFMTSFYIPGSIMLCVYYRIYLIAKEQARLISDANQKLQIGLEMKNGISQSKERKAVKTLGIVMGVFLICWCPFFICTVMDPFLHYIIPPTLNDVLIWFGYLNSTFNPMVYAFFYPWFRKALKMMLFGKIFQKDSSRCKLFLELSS
#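 Signal – calcium-sensitive Fluo-8 signal, excitation 470-495, emission 515-575 nm · System – RD-HGA16 (CHO) cells co-expressing Gα16 and hTAAR1 · Incubation – 17-24 h seeding, 75 min 37 °C dye, 30 min RT · Compound dosing – 3 µM single concentration · Repeats – no replicates (n 1)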
# M4 antag: human M4 muscarinic receptor antagonists, primary screen, CHO cells, Fluo-8 calcium fluorescence; inhibition, % at 3 µM; actives 0.73% (n = 360,000); AID 624125, 2012; CHO-hM4 cells, ACh EC80;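 active means inhibition above its plate's cutoff, the mean inhibition of sample wells plus 3 SD, cut at about 27% in these data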;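 further: 0% = acetylcholine EC80 with DMSO and 100% = DMSO without agonist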
# CHRM5 agonist: human M5 muscarinic receptor agonists, primary screen, CHO-K1 cells, Fluo-8 calcium fluorescence; Muscarinic acetylcholine receptor M5 (Homo sapiens), P08912; CHO-K1 hM5 cells; 0% DMSO wells, 100% maximal acetylcholine response; activation, % at 3 µM; actives 0.19% (n = 360,000);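 active means activation above the run's mean over test compounds plus 3 SD, cut at about 23% in these data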;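 further: signal is peak over basal fluorescence ratio across the kinetic read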
# CHRM1 agonist: human M1 muscarinic receptor agonists, primary screen, Fluo-8 calcium fluorescence, CHO-K1 cells, HTS. activation, % at 3 µM. CHO-K1 hM1, agonist mode; 0% DMSO, 100% acetylcholine EC100. Muscarinic acetylcholine receptor M1 (Homo sapiens), P11229. actives 0.33% (n = 360,000);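 active means activation above the run's mean compound activation plus 3 SD, cut at about 16% in these data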;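 further: peak over basal fluorescence ratio within a 140 s kinetic read after compound addition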
# Active calls of the source: *; nt = not tested or not shown.
SMILES,CHRM5 antagonist,M4 ag,M1 PAM,M5 PAM,CHRM1 antagonist,TAAR1 agonist,M4 antag,CHRM5 agonist,CHRM1 agonist
COC(=O)c1ccccc1NC(=O)NCC1CCCO1 (stereo unspecified),-1.0,0.7,-3.9,-0.2,6.3,7.1,2.1,-0.8,-4.5
C=Cc1ccc2c(c1)OCCOCCOCCOCCOCCO2,-3.8,1.3,11.8,6.7,-7.3,-1.9,-7.5,0.2,-4.3
Fc1ccc(F)c(NC2=NCCCCC2)c1,-0.5,-0.2,3.0,0.4,-9.9,-4.4,9.7,-6.1,-12.8
O=c1c2ccc(F)cc2sn1-c1ccccc1,-0.6,18.1,-1.1,-0.9,-12.4,49.3*,5.4,9.9,16.4*
CC(C)(C)c1ccc(-n2ncc3c2CCCC3NC(=O)c2ccco2)cc1 (stereo unspecified),3.1,5.3,-4.4,-6.6,-3.5,-1.5,-7.3,2.1,-1.1
CCCn1c(=O)c(C(=O)N/N=C/c2ccccc2F)c(O)c2ccccc21,8.4,1.2,9.6,6.3,-17.7,-0.4,1.1,-2.8,-4.6
N#C/C(=C\N1CCOCC1)c1ccccc1,4.6,1.5,4.6,-11.9,5.5,-0.2,3.8,-0.9,-2.4
O=C(O)CSC1CC(=O)N(c2ccc(Cl)c(Cl)c2)C1=O (stereo unspecified),-9.1,1.3,1.1,-3.4,-8.6,2.7,-10.1,-3.2,-5.2
CC1(c2nnnn2-c2ccc3c(c2)OCCO3)CCC(=O)N1Cc1cccnc1 (stereo unspecified),0.9,0.3,nt,-2.6,nt,5.1,-4.2,1.2,nt
c1ccc(Cn2nnnc2CN2CCN(c3ncccn3)CC2)cc1,-8.0,1.6,0.8,8.0,-14.8,0.7,-3.1,-0.8,-3.3
O=C(O)c1cccc(NC(=O)c2cccc(S(=O)(=O)N3CCc4ccccc4C3)c2)c1,11.2,0.8,9.4,0.3,-11.0,7.2,-0.9,-3.0,-5.3
C#CCOCCOCCOCCNc1nc(N2CCN(C(=O)[C@H](CO)n3cc([C@@H](N)C(C)C)nn3)CC2)nc(N2CCN(C(=O)[C@H](CCC(=O)O)n3cc([C@@H](N)[C@H](C)CC)nn3)CC2)n1,-7.0,0.2,-0.2,3.7,-0.4,1.6,-7.8,1.6,-9.2
c1ccc(COC2CCCN(Cc3nc(-c4cccs4)no3)C2)nc1 (stereo unspecified),4.7,2.1,14.7,-2.4,-10.8,5.6,-4.4,-2.5,-5.4
Cc1cc(C)c2c(n1)SCC(=O)N2CC(=O)Nc1ccccc1Cl,0.6,-0.2,-2.9,-3.8,6.3,0.1,0.5,-0.8,-2.5
C#CCNC(=O)C1=C[C@H](C2CCCCC2)C[C@H](OCCCCO)O1,-2.2,1.3,-1.6,8.1,5.6,0.7,2.7,3.6,0.7
CCN1CCN(c2ccc(S(=O)(=O)N3CCOCC3)cc2NC(=O)C(C)Oc2cccc(Cl)c2)CC1 (stereo unspecified),1.6,2.8,4.2,5.3,-7.2,4.5,1.2,-4.4,-6.2
C[C@H]1CN([C@@H](C)CO)C(=O)c2cc(Br)cnc2O[C@H]1CN(C)S(=O)(=O)c1cccs1,-8.4,0.9,10.0,3.2,-12.2,-0.1,-6.7,1.6,-4.9
O=C(c1ccc2c(c1)OCCO2)N1CCCC(CNS(=O)(=O)c2cccs2)C1 (stereo unspecified),6.0,2.1,12.7,-2.4,-16.2,11.9,-4.5,0.8,1.4
COc1cccc(N2CCN(C(=O)c3c(C)nn(-c4ccccc4)c3C)CC2)c1,1.5,13.8,2.8,-4.8,-7.6,2.5,-19.8,1.1,-2.8
C=CCn1c(-c2cccs2)nc2nc3ccccc3nc21,6.6,1.7,1.4,-9.5,1.4,11.3,15.5,-2.0,-4.3
Cc1cccc(NC(=O)CN2C(=O)N/C(=C/c3cc(C)n(-c4ccncc4)c3C)C2=O)c1,2.8,0.5,-3.8,-1.5,8.0,-0.6,0.1,-3.1,-3.8
CN(Cc1ccccc1)C(=S)Nc1ccc(OC(F)F)cc1,3.0,1.0,-2.2,-4.6,-2.5,0.2,3.3,-3.2,-10.7
COc1ccc(CCN=C(NS(=O)(=O)c2ccccc2)c2ccccc2)cc1OC,2.2,1.8,6.4,4.8,-5.9,5.0,-2.7,2.4,-1.8
COc1ccc(NC(=O)CSc2nnc(-c3cccnc3)n2C)cc1,5.7,0.4,6.6,-6.0,-7.9,-3.1,3.2,-5.7,-5.0
Cc1ccc(S(=O)(=O)Nc2ccccc2NS(=O)(=O)c2ccc(C)cc2)cc1,9.8,7.0,-7.3,-15.2,12.0,-2.8,10.5,0.6,-5.3
CCOc1ccc2[nH]c(=O)c(CN(CCO)C(=O)c3ccc(OC)c(OC)c3)cc2c1,3.1,1.0,-6.3,-1.4,12.2,0.2,2.7,1.8,-3.4
CCCC1CC(CSc2ncn[nH]2)OC1=O (stereo unspecified),-3.3,0.8,-0.7,1.6,-0.4,1.8,0.6,-2.4,-4.8
COc1ccc(NC(=S)N2CCC(C(=O)c3ccc(F)cc3)CC2)cc1,-0.8,1.9,-2.7,-3.3,-5.5,2.8,-21.3,-4.7,-6.7
O=C(Nc1cccc(C(=O)NC2CCCC2)c1)c1ccccc1,3.2,2.0,2.6,-4.8,3.7,4.3,3.3,-1.9,-2.7
CC(C)(C)OC(=O)Nc1ccccc1-n1nnnc1C(C(=O)c1ccc(F)cc1)N1CCOCC1 (stereo unspecified),-8.4,1.5,nt,8.9,nt,0.5,-3.2,4.4,nt

# Ordered by count of non-hydrogen atoms (ascending): part of the list above.
SMILES,CHRM5 antagonist,M4 ag,M1 PAM,M5 PAM,CHRM1 antagonist,TAAR1 agonist,M4 antag,CHRM5 agonist,CHRM1 agonist
CN(Cc1ccccc1)C(=S)Nc1ccc(OC(F)F)cc1,3.0,1.0,-2.2,-4.6,-2.5,0.2,3.3,-3.2,-10.7
O=C(Nc1cccc(C(=O)NC2CCCC2)c1)c1ccccc1,3.2,2.0,2.6,-4.8,3.7,4.3,3.3,-1.9,-2.7
COc1ccc(NC(=S)N2CCC(C(=O)c3ccc(F)cc3)CC2)cc1,-0.8,1.9,-2.7,-3.3,-5.5,2.8,-21.3,-4.7,-6.7
Cc1ccc(S(=O)(=O)Nc2ccccc2NS(=O)(=O)c2ccc(C)cc2)cc1,9.8,7.0,-7.3,-15.2,12.0,-2.8,10.5,0.6,-5.3
COc1cccc(N2CCN(C(=O)c3c(C)nn(-c4ccccc4)c3C)CC2)c1,1.5,13.8,2.8,-4.8,-7.6,2.5,-19.8,1.1,-2.8
CCOc1ccc2[nH]c(=O)c(CN(CCO)C(=O)c3ccc(OC)c(OC)c3)cc2c1,3.1,1.0,-6.3,-1.4,12.2,0.2,2.7,1.8,-3.4
CC(C)(C)OC(=O)Nc1ccccc1-n1nnnc1C(C(=O)c1ccc(F)cc1)N1CCOCC1 (stereo unspecified),-8.4,1.5,nt,8.9,nt,0.5,-3.2,4.4,nt
CCN1CCN(c2ccc(S(=O)(=O)N3CCOCC3)cc2NC(=O)C(C)Oc2cccc(Cl)c2)CC1 (stereo unspecified),1.6,2.8,4.2,5.3,-7.2,4.5,1.2,-4.4,-6.2

# Additional entries follow:
SMILES,CHRM5 antagonist,M4 ag,M1 PAM,M5 PAM,CHRM1 antagonist,TAAR1 agonist,M4 antag,CHRM5 agonist,CHRM1 agonist
NS(=O)(=O)c1cccc(NC(=O)COC(=O)CCN2C(=O)c3ccccc3C2=O)c1,3.2,-1.2,-0.6,-0.8,5.3,0.8,9.8,0.9,-2.3
O=C(CSc1nc2[nH]ncc2c(=O)[nH]1)Nc1ccccc1F,3.9,0.6,5.4,1.1,-14.9,2.3,-5.0,3.2,-0.2
CS(=O)(=O)N(CC(=O)N1CCN(C(c2ccccc2)c2ccccc2)CC1)C1CCCCC1,-1.4,-0.8,7.6,-2.8,-5.7,0.2,7.3,-1.1,-4.4
Cc1nc2c(=O)n(-c3cccc(C(F)(F)F)c3)nc(C)c2s1,5.9,0.7,19.1,4.1,-14.2,9.7,-7.5,3.2,1.6
COc1ccccc1CNC(=O)CN1C(=O)NC2(CCCc3sccc32)C1=O (stereo unspecified),-14.5,2.0,4.9,7.9,-7.1,-0.5,-3.5,-4.9,-7.5
CCCCCNC(=O)C(CCc1ccccc1)n1c(=O)c(-c2ccccc2)nc2ccccc21 (stereo unspecified),3.0,22.5,nt,1.5,nt,1.7,30.9*,2.2,nt
CC(=O)c1ccc(N2CCN(CC(O)c3ccccc3)CC2)cc1 (stereo unspecified),11.4,1.8,-1.0,-1.4,5.2,2.1,0.9,-2.1,-11.8
COc1ccccc1C(=O)n1nc(-c2cccnc2)nc1NCc1ccccc1,4.9,1.9,6.6,8.0,-4.8,-2.4,7.2,2.5,-3.1
COc1nc(NCCN2CCOCC2)nc(Nc2ccc([N+](=O)[O-])cc2)n1,7.5,2.1,4.0,2.5,-1.7,8.1,12.3,0.6,-5.4
CCSc1nnc(NC(=O)CSc2nnc(-c3c[nH]c4ccccc34)n2CC)s1,-1.4,0.9,1.4,-3.6,-8.2,1.1,-6.3,-0.1,-3.6
CCN(C[C@H]1N[C@@](CC)(C(=O)OC)[C@H]2C(=O)N(Cc3ccccc3)C(=O)[C@@H]12)C(=O)NC(C)C,-3.4,0.2,0.2,0.8,1.2,0.8,-3.1,-0.1,-1.2
CCCC1(C(=O)OC)NC(c2ccco2)C2C(=O)N(C)C(=O)C21 (stereo unspecified),4.6,1.2,8.0,7.5,-4.2,1.3,-1.8,0.9,-2.4
CCC1CCCCN1CCNC(=O)CCS(=O)(=O)c1ccc(Br)cc1 (stereo unspecified),-0.7,0.2,-3.2,-7.8,-6.4,13.6,-0.3,-5.3,-8.3
COC(=O)CC1COc2ccccc2N1C(=O)c1cccc(C(F)(F)F)c1 (stereo unspecified),10.3,0.4,5.8,-0.1,-5.8,0.7,-0.7,-2.3,-5.4
CCOC(=O)/C(=C(/C)N)C1CC(=O)NC1=O (stereo unspecified),15.6,0.1,8.3,9.8,-13.6,1.9,-12.5,2.4,-0.8
O=C(CCc1nc(-c2ccccc2Cl)no1)Nc1cccnc1,-0.3,6.0,10.3,2.8,-17.4,4.5,5.9,2.5,2.8
Cc1cccc(N2C(=O)C(Oc3ccc(Cl)cc3Cl)C2C=O)c1C (stereo unspecified),10.6,18.9,6.2,-5.4,-5.8,15.8,12.2,10.0,6.1

# The list is partial. The share of hits here may be higher or lower than overall.
